JMJD2C inh – inhibitors of human GASC-1 (JMJD2C) demethylase | Q9H3R0 | GST-JMJD2C(1-420) H3K9me3 demethylation, DELFIA europium | inhibition, % at 2.35 µM | hit rate 0.069% among 330,000 | AID 2099;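 active = more than half of a compound's replicate wells show inhibition beyond 50%, single wells judged on their own value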;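 note: signal counts dimethyl H3K9 product captured on neutravidin plate; 0% = median of DMSO wells and 100% = 0.3 times that DMSO median; strong numbers were not always called active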
GRK2 inh – inhibitors of human GRK2 displacing RNA aptamer; bead flow cytometry, FAM-aptamer displacement from GRK2; inhibition of aptamer binding, % at 10 µM; hit rate 0.59% among 330,000; AID 488847;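 active = inhibition of aptamer binding above 40%, roughly 3 SD of noise, on plates passing a quality check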;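 note: median bead fluorescence of bound FAM aptamer so fluorescent compounds give negative values; no value below 0 was filed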
CTSL1 counter – cathepsin L1 inhibition, PFM18AAP counter-screen | hit rate 0.49% among 300,000 | recombinant F. hepatica cathepsin L1, Z-Leu-Arg-MCA fluorescence | inhibition, % at 5.96 µM | AID 1906;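 active = inhibition above the mean of all tested compounds plus 3 SD, set per screening campaign, cut at about 17% in these data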;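 note: 0% = plate median of test compound wells and 100% = 1 µM Z-Phe-Ala-diazomethylketone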
PP1 counter – blocks human PP1-alpha phosphatase, a PP5 counter-screen; P62136; purified PP1alpha, OMFP fluorescence; inhibition, % at 6.7 µM; hit rate 0.9% among 320,000;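 active = inhibition above the mean inhibition of all tested compounds plus 3 SD, computed separately for each screening campaign, cut at about 15% in these data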
PP5 primary – PP5 (human) phosphatase inhibition; P53041; purified PP5c, OMFP substrate fluorescence; inhibition, % at 6.7 µM; hit rate 0.18% among 320,000; AID 1987;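 active = inhibition above the campaign's mean inhibition across all tested compounds plus 3 SD, cut at about 9.5% in these data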;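 note: 0% = DMSO only and 100% = 100 µM cantharidin control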
procasp7 counter – counter-screen: procaspase-7 (human) activation; recombinant procaspase-7, Ac-DEVD-pNA absorbance 405 nm; D23A/D198A/D206A triple mutant, cannot self-cleave; scale: DMSO 0, 5 µM enzyme 100; activation, % at 8.5 µM; hit rate 0.093% among 330,000; AID 463210;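 active = percent activation above the screen-wide mean plus 3 SD, cut at about 25% in these data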
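System: Uncleavable procaspase-7 mutant enzyme; Amount: 2 µM procaspase-7 mutant as dispensed; Schedule: 1 h compound preincubation, 2 h substrate cleavage, 25 °C; Measured by: 405 nm absorbance of p-nitroaniline; Evaluation: percent activation from buffer-corrected 0–120 min absorbance change; Control set: low DMSO alone, high DMSO plus 5 µM PC-7.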
procasp3 activ – activators of human procaspase-3; P42574; recombinant procaspase-3 D3A, Ac-DEVD-pNA absorbance 405 nm; activation, % at 8.5 µM; hit rate 0.11% among 330,000;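 active = activation above the mean of all tested compounds plus 3 SD, cut at about 21% in these data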;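 note: 0% = DMSO alone and 100% = DMSO wells spiked with extra 5 µM PC-3 D3A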
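Evaluation: percent activation relative to control range; Material: Procaspase-3 D3A mutant, all three cleavage aspartates alanine; Compound: single dose, 8.5 µM nominal compound, 0.8% DMSO; Replication: one well per compound; Signal: absorbance at 405 nm, 0 and 120 min; Schedule: 1 h preincubation plus 2 h reaction at 25 °C.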
core dimer inh – HCV core protein dimerization inhibition. TR-FRET GST/Flag-core106 dimerization, 1536-well. inhibition, % at 5 µM. hit rate 0.33% among 300,000. AID 1899;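 active = inhibition above the mean of all tested compounds plus 3 SD, set per screening campaign, cut at about 45% in these data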
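Assay system: GST-tagged and Flag-tagged HCV core protein residues 1-106 / Times: compound-protein-antibody incubation 4 h at 22.5 °C / Signal: time-resolved FRET, ex 340 nm, em 617 and 671 nm / Evaluation: % inhibition based on acceptor/donor emission ratio / Benchmarks: wells lacking GST-core106 and wells with excess unlabelled core106 / Repeats: singlicate, one well per compound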
VLA-4 inh – inhibition in a human VLA-4 binding assay; P13612; VLA-4 expressing cells, ligand binding flow cytometry; inhibition, % (about 7 µM as worked out from the volumes in the protocol); hit rate 0.2% among 330,000; AID 2557; in the data active = inhibition above about 50%
Target sequence (P13612 whole entry, looked up): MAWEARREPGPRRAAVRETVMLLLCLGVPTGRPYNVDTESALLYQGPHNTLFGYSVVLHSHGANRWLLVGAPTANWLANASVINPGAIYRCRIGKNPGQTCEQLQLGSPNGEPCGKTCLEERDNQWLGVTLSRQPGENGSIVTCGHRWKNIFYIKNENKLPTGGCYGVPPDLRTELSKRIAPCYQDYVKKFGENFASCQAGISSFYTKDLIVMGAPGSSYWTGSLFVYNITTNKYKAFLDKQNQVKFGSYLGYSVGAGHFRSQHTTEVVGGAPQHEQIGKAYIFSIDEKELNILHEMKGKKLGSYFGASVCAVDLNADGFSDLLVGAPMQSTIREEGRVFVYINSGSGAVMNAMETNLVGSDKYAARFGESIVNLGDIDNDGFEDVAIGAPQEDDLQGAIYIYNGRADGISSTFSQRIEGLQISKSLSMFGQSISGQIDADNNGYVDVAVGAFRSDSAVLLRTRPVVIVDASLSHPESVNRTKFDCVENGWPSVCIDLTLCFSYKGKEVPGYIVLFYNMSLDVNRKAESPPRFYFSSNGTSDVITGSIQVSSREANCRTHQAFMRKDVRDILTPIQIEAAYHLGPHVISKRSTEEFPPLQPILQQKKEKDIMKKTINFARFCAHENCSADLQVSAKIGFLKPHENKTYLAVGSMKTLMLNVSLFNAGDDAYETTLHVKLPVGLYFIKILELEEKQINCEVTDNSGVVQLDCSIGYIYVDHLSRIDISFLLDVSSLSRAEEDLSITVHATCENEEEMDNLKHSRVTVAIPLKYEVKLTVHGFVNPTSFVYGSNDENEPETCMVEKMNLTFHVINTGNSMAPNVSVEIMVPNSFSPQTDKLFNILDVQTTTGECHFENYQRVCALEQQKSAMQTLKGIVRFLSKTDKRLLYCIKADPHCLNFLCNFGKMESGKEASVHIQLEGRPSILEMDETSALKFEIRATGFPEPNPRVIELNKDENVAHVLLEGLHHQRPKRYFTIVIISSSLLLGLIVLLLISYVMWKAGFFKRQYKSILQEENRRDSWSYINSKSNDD
* hit, by the source's call; · = no result given.

#	compound	core dimer inh	CTSL1 counter	GRK2 inh	procasp3 activ	PP1 counter	VLA-4 inh	procasp7 counter	PP5 primary	JMJD2C inh
1	O=C1COc2ccc(S(=O)(=O)N3CCN(c4ccccc4F)CC3)cc2N1	0	-6	3	8	6	-10	-4	2.0	-9
2	N#CCSc1nc2cc(C(=O)N3CCCC3)ccc2c(=O)n1Cc1ccccc1	14	2	0	-4	0	16	-12	2.4	1
3	CCc1nnc(NC(=O)c2ccc(S(=O)(=O)N(C)c3ccccc3)cc2)o1	15	-1	0	4	16*	5	-7	3.0	1
4	CN(C(=S)NCCN1CCOCC1)C(c1ccccc1)c1ccccc1	-14	-2	1	-1	-4	12	8	2.8	-12
5	Cc1cc(C)c2cccc(NC(=S)NC(=O)c3ccccc3)c2n1	5	1	0	-43	2	1	-21	-0.3	-21
6	Cn1c(SCC(=O)NNC(=O)Cc2ccccc2)nc2ccccc2c1=O	-7	-3	0	1	-4	-8	3	2.2	-5
7	Cc1ccc(NC(=S)NNC(C)(C)C)cc1	-3	0	0	-6	-5	17	-4	0.1	-17
8	Cc1ccc(C)c(N2CCN(CCCNC(=O)CCn3c(=O)c4cccn4c4cccnc43)CC2)c1	6	-1	0	0	0	1	1	3.8	-2
9	Cc1ccc(C(=O)c2cc3ccccc3o2)cc1C	11	3	4	-1	0	18	-6	2.3	3
10	O=c1n(-c2ccc(Br)cc2)cnn1-c1ncccc1[N+](=O)[O-]	5	4	2	5	-2	-13	5	2.7	-5
11	FC(F)(F)c1cccc(-c2nc(COc3ccc(Cl)cc3Cl)no2)c1	-1	1	0	-1	1	-3	1	2.4	-7
12	COC1c2ccccc2C(=O)N1CCc1ccc(Cl)cc1 (stereo not given)	-1	-7	3	-1	0	5	16	1.9	1
13	CCOc1ccc(/C=N/NC(=O)CSc2n[nH]c(=O)[nH]c2=O)cc1OC	9	2	0	4	-6	6	-5	1.2	-11
14	Cc1c(NC(=O)COC(=O)C23CC4CC(CC(Br)(C4)C2)C3)c(=O)n(-c2ccccc2)n1C	2	-5	0	0	0	21	7	3.6	-2
15	Nc1c(NC(=O)CC[n+]2ccccc2)cccc1[N+](=O)[O-]	-5	4	3	-6	-2	5	2	0.1	10
16	Cn1c(CNC(=O)C2CCCCC2)cc2cc(Cl)ccc21	2	-2	0	5	-5	0	4	3.3	6
17	CCOC1(OCC)N=C(N)C2(C#N)C(c3cccc(OC)c3OC)C12C#N (stereo not given)	-5	-1	0	-3	4	9	15	-2.2	5
18	COc1ccc(CCN2CC(C(=O)NCC(c3ccccc3)N(C)C)CC2=O)cc1OC (stereo not given)	·	·	0	4	·	9	-4	·	0
19	Cn1nnnc1SCC(=O)Nc1ccccc1[N+](=O)[O-]	2	1	0	2	-2	4	-9	0.0	-7
20	CC(=O)N[C@@H](CC(=O)O)C(=O)O	-16	0	2	8	0	4	-7	-0.4	·
21	CCCCn1c(N)c(N(CC(C)C)C(=O)CCNC(=O)c2ccccc2Cl)c(=O)[nH]c1=O	-1	5	5	-2	-1	-1	-3	-1.1	17
22	COc1cc(-c2nc3cccc(C)n3c2NCC2CCCO2)ccc1O (stereo not given)	1	-1	1	-2	1	9	0	4.3	-2
23	CN(CC(=O)Nc1ccccc1Br)C(=O)CCc1nc2ccccc2c(=O)[nH]1	-2	-1	1	6	-7	6	5	0.4	8
24	O=C(CSc1nncc2ccccc12)Nc1ccc(C(=O)O)cc1	0	-4	1	1	-5	9	-10	-5.8	0

An excerpt from above in order of their number in VLA-4 inh, falling:
# | Compound | VLA-4 inh
9 | Cc1ccc(C(=O)c2cc3ccccc3o2)cc1C | 18
18 | COc1ccc(CCN2CC(C(=O)NCC(c3ccccc3)N(C)C)CC2=O)cc1OC (stereo not given) | 9
15 | Nc1c(NC(=O)CC[n+]2ccccc2)cccc1[N+](=O)[O-] | 5

(list continues)
#	compound	core dimer inh	CTSL1 counter	GRK2 inh	procasp3 activ	PP1 counter	VLA-4 inh	procasp7 counter	PP5 primary	JMJD2C inh
25	CC1(C)COC2(OC1)C(=O)Nc1ccccc12	-3	2	0	7	-3	7	5	-0.7	2
26	CCN(CC)c1ccc(C=Nc2ccc(N(C)C)cc2)c(O)c1	-26	3	0	-10	1	-196	-19	5.0	-3
27	O=C(O)CSc1nnc(Cn2cnc3ccccc32)n1CCc1ccccc1	9	-2	1	-1	-3	2	2	-0.9	-6
28	COC(=O)c1sc(S(=O)(=O)NCc2cccs2)c(C(=O)OC)c1C	5	1	0	8	0	5	-1	2.0	-4
29	CCN(CC(=O)Nc1ccccc1C(F)(F)F)C(=O)CN1C(=O)NC(C)(c2ccccc2)C1=O (stereo not given)	8	1	1	3	-5	0	-4	-1.7	9
30	O=C(COC(=O)c1cccc(NS(=O)(=O)c2ccc(F)c(F)c2)c1)NC(=O)NC1CCCCC1	0	7	0	2	1	-24	1	-0.6	2
31	CCOC(=O)CCC(=O)N1CCOCCOCCN(C(=O)CCC(=O)OCC)CCOCC1	0	-9	0	6	2	0	0	-0.3	-2
32	Cc1ccc(N(CC(=O)N2CCN(Cc3ccccc3)CC2)S(C)(=O)=O)cc1C	-17	5	2	9	6	-40	1	-4.0	0
33	Cc1c(Cl)cccc1NC(=S)NCc1ccc2c(c1)OCO2	7	0	0	-4	2	-4	0	4.0	7
34	O=C(NNC1=NS(=O)(=O)c2ccccc21)c1cccc([N+](=O)[O-])c1	2	-1	1	-3	-2	13	-11	2.2	-28
35	CC1(C)Cc2c(ccc3ccccc23)C(NNC(=O)c2cccnc2)=N1	-7	4	0	6	0	15	-1	-0.1	-1
36	COc1cc2cc(CCCOC(=O)c3cccc(Br)c3)oc(=O)c2cc1OC	·	·	1	3	-5	-12	1	1.8	-5

2 of the compounds above, with values under each structure.
Fields – core dimer inh	CTSL1 counter	GRK2 inh	procasp3 activ	PP1 counter	VLA-4 inh	procasp7 counter	PP5 primary	JMJD2C inh
33	Cc1c(Cl)cccc1NC(=S)NCc1ccc2c(c1)OCO2
→ 7	0	0	-4	2	-4	0	4.0	7
34	O=C(NNC1=NS(=O)(=O)c2ccccc21)c1cccc([N+](=O)[O-])c1
→ 2	-1	1	-3	-2	13	-11	2.2	-28

Further structures follow:
#	compound	core dimer inh	CTSL1 counter	GRK2 inh	procasp3 activ	PP1 counter	VLA-4 inh	procasp7 counter	PP5 primary	JMJD2C inh
37	CCn1ccc(C(=O)Nc2ccc3c(c2)CCC3)n1	-3	6	0	-2	1	8	8	0.5	-18
38	CN(C)S(=O)(=O)c1ccc(Cl)c(NC(=O)COC(=O)CN2C(=O)NC(C)(C)C2=O)c1	-2	-19	3	-2	1	16	-7	2.8	3
39	O=C(N/N=C/C1CCCCC1)c1cc(Cl)ccc1O	-1	-1	4	-2	-1	6	-8	-1.6	0
40	COc1cccc(CN2C(=NC(=O)C3CC3)SC3CS(=O)(=O)CC32)c1 (stereo not given)	-5	-7	2	1	1	8	2	-1.0	-1
41	CN(C)CCOc1cc(Cl)cc(Cl)c1	-3	-5	1	6	3	25	10	-1.9	4
42	O=c1ccnc(SCCc2ccccc2)[nH]1	1	0	0	1	5	-5	5	0.6	-2
43	CCC(C)NC(=O)c1cc2cc3ccc(OC)cc3nc2o1 (stereo not given)	-3	3	1	6	-1	0	4	2.4	3
44	Cc1cc(C)nc(/N=C(\N)N2CCc3ccccc32)n1	3	-4	4	3	-6	-5	1	-1.7	-5
45	COCc1cc(C)nc2sc(C(=O)Nc3ccccc3F)c(N)c12	-3	2	1	-10	-3	-1	6	-0.1	11
46	CC1=CCC(C(=O)O)C(C(=O)O)C1 (stereo not given)	-5	-2	3	8	-2	9	-6	0.2	3
47	Cc1cccc(C(=O)OCC(=O)NNC(=O)c2cccs2)c1O	3	-16	1	14	-6	30	2	0.0	-5
48	COc1ccc(CCNC(=O)CCn2cccc2)cc1OC	-5	-3	1	1	-2	0	8	-2.6	0
49	COc1cc(C2NC(=O)NC(C)=C2C(=O)NCc2ccccc2)c(Cl)cc1O (stereo not given)	4	2	2	2	-4	8	-1	-0.2	-11
50	COc1ccc(CNC(=O)COC(=O)c2c[nH]c(=O)[nH]c2=O)cc1OC	-10	0	2	2	-1	3	5	1.1	-1
51	COCCNc1nnc(SCC(=O)Nc2nnc(-c3ccccc3)o2)s1	2	3	0	8	-1	0	3	-2.2	10
52	COc1ccc(S(=O)(=O)NCc2ccncc2)cc1NC(=O)c1ccccc1C	-5	-2	0	-1	-6	6	-1	1.0	-13
53	COc1ccc(-c2cn3c(C)c(C(=O)Nc4cccc(C)n4)sc3n2)cc1	18	0	2	-2	0	8	-6	0.4	4
54	CCOCCn1c(CN2CCN(c3cccc(Cl)c3)CC2)nc2c1c(=O)n(C)c(=O)n2C	-3	0	6	3	-4	10	2	2.2	5
55	CC(C)(C)C(=O)COC(=O)C1CC(=O)N(c2ccccc2)C1 (stereo not given)	-12	-32	1	11	5	-11	7	-0.9	-10
56	Cn1c(SCCN2CCCC2)nnc1C1CCN(S(=O)(=O)c2ccc(F)cc2)CC1	4	-3	0	-2	0	0	5	1.2	1
57	N#Cc1c(-c2ccccc2)nc(SCC(=O)Nc2ccc(OC(F)(F)Cl)cc2)[nH]c1=O	12	1	2	-3	15	35	4	2.9	4
58	CC1(C)C2CCC1(CS(=O)(=O)NCCc1c[nH]c3ccccc13)C(=O)C2 (stereo not given)	4	0	0	-4	1	-1	8	0.4	3
59	Cc1cc(Br)ccc1OCC(=O)NC1CCCC1	-4	2	2	2	-1	2	6	2.5	4
60	Cc1ccc(S(=O)(=O)NCCN=Cc2ccc(N(C)C)cc2)cc1	7	2	2	-4	-2	6	-9	-1.2	-8
61	CCCCc1nc(SCc2ccc([N+](=O)[O-])cc2)n[nH]1	0	1	1	5	0	6	1	-0.7	9
62	CCOc1cc(/C=N/NC(=O)c2ccc(=O)n(C)c2)ccc1O	0	0	0	2	-4	-7	6	-2.5	-7
63	NS(=O)(=O)c1ccc2nc(NC(=O)CS(=O)(=O)c3ccccc3)sc2c1	-2	-2	2	-2	0	5	11	-2.3	6
64	O=C(NCC1CCCO1)c1cccc(Oc2c(Cl)cccc2[N+](=O)[O-])c1 (stereo not given)	-11	1	0	8	-1	9	-7	2.2	-1
65	CCOc1ccc2nc(N(CCN(C)C)C(=O)/C=C/c3cccs3)sc2c1	6	2	0	1	2	1	-3	-0.3	-7
66	CCCCN1CNC(=S)N(c2cc(C)ccc2C)C1	0	-4	5	2	-3	-1	5	0.4	-2
67	COc1cc(C(CCN2CCN(c3ccccc3)CC2)c2c(OC)cc(OC)c3ccc(=O)oc23)cc(OC)c1OC (stereo not given)	14	2	1	6	2	4	-1	1.9	-3
68	O=C(CN1C(=O)CSc2ncccc21)Nc1ccccc1F	-2	-4	0	-3	-2	2	11	-1.4	6
69	COC(=O)C1=C(CSCc2ccccc2)NC(=O)NC1c1cc(C)ccc1C (stereo not given)	6	8	0	-3	6	8	2	1.9	-54
70	Nc1nnc(CSCc2ccc(F)cc2)s1	0	-5	2	6	0	0	-8	-2.2	-14

Some values from the list:
compound 64 | core dimer inh = -11
compound 65 | core dimer inh = 6

Assay outcomes: PubChem, several laboratories
